Bioassay records (PubChem BioAssay)
NTR1 ag – agonists of NTR1, primary screen, imaging, U2OS cells, beta-arrestin-GFP, high content (AID 493036); P30989; NTR1-U2OS beta-arrestin-GFP spot imaging, agonist mode; activation, % at 20 µM; 330,000 tested, 0.17% active;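 active = activation at or above 40% of the spot to cytoplasm intensity ratio, with at least 20 cells analyzed; inconclusive = wells under 20 cells, flagged as cytotoxic or low count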;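 note: 0% = DMSO without peptide and 100% = 100 nM NTR1 peptide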
Target sequence (P30989 whole entry, looked up): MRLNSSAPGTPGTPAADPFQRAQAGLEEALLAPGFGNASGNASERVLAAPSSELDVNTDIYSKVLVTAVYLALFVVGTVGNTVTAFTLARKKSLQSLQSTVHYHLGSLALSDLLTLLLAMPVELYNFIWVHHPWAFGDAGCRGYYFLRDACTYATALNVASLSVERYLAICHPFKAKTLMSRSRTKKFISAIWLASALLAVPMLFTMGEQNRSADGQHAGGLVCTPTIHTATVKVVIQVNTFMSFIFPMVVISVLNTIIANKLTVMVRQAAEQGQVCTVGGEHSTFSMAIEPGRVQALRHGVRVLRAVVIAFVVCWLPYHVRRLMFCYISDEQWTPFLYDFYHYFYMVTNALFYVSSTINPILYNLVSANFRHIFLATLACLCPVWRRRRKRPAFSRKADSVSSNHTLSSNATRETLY
Myeloid diff MLP – promotes myeloid progenitor differentiation; 360,000 tested, 1% active; ER-HoxA9 myeloid progenitors, lysozyme-GFP differentiation, flow cytometry; calls only at 10 µM;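 active = normalized GFP-positive differentiation at or above the plate's own cutoff, the solvent-only control mean plus 3 SD; inconclusive = no clear call, values can overlap the other calls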;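 note: cells exposed to compound for four days before flow analysis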
GPR35 antagonists – GPR35 antagonists blocking zaprinast-driven arrestin recruitment, primary screen, imaging, U2OS, beta-arrestin-GFP, zaprinast agonist (AID 2058); U2OS GPR35 beta-arrestin-GFP translocation imaging, zaprinast antagonism; higher % means a stronger effect; inhibition, % at 10 µM; hits with a dose series show IC50 in µM; 290,000 tested, 0.052% active;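 active = inhibition of at least 50% with at least 30 cells and total cytoplasm GFP at most 10,000,000; inconclusive = under 30 cells or total GFP of 10,000,000 plus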
Rac1 GTP hydrolysis – MgcRacGAP GTPase-activating activity inhibitors, confirmation, biochemical, ADP Hunter fluorescence; MgcRacGAP-stimulated Rac1 GTP hydrolysis, ADP Hunter fluorescence; higher % means a stronger effect; GST-tagged Rac1 F28L mutant substrate; inhibition, % at 30 µM, or IC50 in µM where a hit was titrated; 340,000 tested, 0.6% active; AID 624330;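 active = first-screen hits whose inhibition reached a set limit at any dose in the follow-up dose series; inconclusive = inhibition above the set first-screen limit but never retested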;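 note: fluorescence reports GDP produced by GAP-driven GTP hydrolysis; strong numbers were not always called active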
PhoP inhibition – inhibitors of PhoP regulon expression, primary screen, Salmonella Typhimurium, GFP reporter (AID 1863); 300,000 tested, 0.16% active; one-dose inhibition, % at 50 µM; IC50 in µM for titrated hits; S. Typhimurium PhoP-regulated promoter GFP reporter, 4 h; higher % means a stronger effect;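 active = inhibition over 29.93%, a cutoff 3 SD above the screen mean, later confirmed by dose response; inconclusive = inhibition over 29.93% but no dose response follow-up; inactive = inhibition at most 29.93% or unconfirmed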;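 note: 0% = low Mg2+ inducing control and 100% = high Mg2+ repressing control; strong numbers were not always called active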
LYP inhibition – PTPN22 lymphoid phosphatase activity blockers – biochemical, fluorescence intensity, uHTS (AID 1779); 290,000 tested, 0.054% active; recombinant LYP phosphatase, fluorescence intensity; higher % means a stronger effect; inhibition, % at 11.5 µM, or IC50 in µM where a hit was titrated; in the data active = inhibition above about 50%;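 note: plate controls were vehicle with enzyme for no effect and no enzyme for full effect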
Siah-1 displacement – Siah-1 peptide-binding antagonists, primary screen, biochemical, fluorescence polarization, rhodamine-plectin, uHTS (AID 1817); Siah-1 / rhodamine-plectin peptide fluorescence polarization; higher % means a stronger effect; one-dose displacement, % at 20 µM; IC50 in µM for titrated hits; 290,000 tested, 0.02% active;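 active = displacement of at least 50% at 20 µM, with a fluorescence ratio check between 0.3 and a set limit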;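 note: plate controls were Siah plus tracer with DMSO for no effect and tracer alone without Siah for full effect; strong numbers were not always called active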
HIV peptide binding – cell-free HIV fusion peptide-binding blockers – biochemical, uHTS, fluorescence dequenching, primary screen (AID 1986) | inhibition, % at 20 µM, or IC50 in µM where a hit was titrated | cell-free peptide binding, fluorescence dequenching, 30 min; higher % means a stronger effect | 290,000 tested, 0.3% active; in the data active = inhibition mostly above about 52%, no sharp cut-off; inactive = mostly below about 76%; note: some results filed as inactive read as strong as hits
GPR55 LPI antagonism – inhibition of LPI-stimulated GPR55 beta-arrestin translocation – imaging, U2OS, beta-arrestin-GFP, LPI agonist, primary screen (AID 2013) | 290,000 tested, 0.13% active | inhibition, % at 10 µM; hits with a dose series show IC50 in µM | U2OS GPR55 beta-arrestin-GFP translocation imaging, LPI antagonism; higher % means a stronger effect;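 active = spots per cell inhibited over 60%, with over 100 cells counted and total cytoplasm intensity under 500,000; inconclusive = wells with under 100 cells, flagged as likely toxic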;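 note: U2OS cells stably carrying GPR55 and arrestin-GFP stimulated by 5 µM LPI near EC80; imaged beta-arrestin-GFP aggregate spots per cell after agonist stimulation; plate controls were LPI-stimulated DMSO wells for no effect and DMSO wells without LPI for full effect; some results filed as inactive read as strong as hits; confirmed hits need IC50 under 10 µM and bright autofluorescent wells are also inconclusive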
NTR1 ag cell count 20 µM – also measured in NTR1 ag; calls as there; cell count; measured here: cell count, cytotoxicity flag
Myeloid diff MLP GFP+ MAC1+ % – recorded beside Myeloid diff MLP, whose call it bears; GFP+ MAC1+ double positive, %; measured here: differentiation confirmed by MAC1 staining
Numbers without * were called inactive; i = inactive; ? = inconclusive; / = not tested or not shown; + = active, no number.

Value order: NTR1 ag cell count 20 µM	LYP inhibition	GPR55 LPI antagonism	Myeloid diff MLP	HIV peptide binding	Siah-1 displacement	NTR1 ag	Myeloid diff MLP GFP+ MAC1+ %	PhoP inhibition	Rac1 GTP hydrolysis	GPR35 antagonists
O=C1Nc2cc(C(=O)N3CCN(c4ccccn4)CC3)ccc2S/C1=C\c1ccccc1
    66	2.1%	-10.0%	i	1.6%	-1.6%	12.8	1.7	8.1%	14.0%	-10.6%
O=C1ON=C(c2ccccc2)/C1=C/c1ccc(-c2ccccc2[N+](=O)[O-])o1
    /	-1.1%	32.7%	i	38.5%	6.3%	/	1.7	10.0%	7.7%	8.3%
C=CCn1cc(C(=O)NCCCN(CC)CC)c(=O)c2cc(S(=O)(=O)N3CCC(C)CC3)ccc21
    67	-11.1%	20.9%	i	-0.8%	6.0%	0.4	0.2	6.1%	-2.0%	-6.6%
NC(=O)c1cccc(S(=O)(=O)N2CCCCC2)c1
    59	-2.1%	-15.6%	i	1.7%	7.9%	-0.3	1.5	1.4%	-5.8%	7.3%
COc1ccc(OCC(=O)Nc2cccc3ncccc23)cc1
    60	9.5%	3.1%	i	-0.8%	2.2%	0.0	1.2	12.6%	5.2%	0.6%
O=C1NCCCc2c1oc1ccc(O)cc21
    100	-0.3%	-16.8%	i	0.2%	-2.1%	-4.1	0.7	-0.3%	22.5%	-16.5%
CCOC(=O)c1cnc2ccc(C)cc2c1Sc1ccc(F)cc1
    57	-1.3%	-5.2%	i	-2.1%	-3.2%	7.3	0.3	?	4.2%	16.6%
CCOC(=O)c1snc(-c2ccc(F)cc2)c1N
    66	-9.8%	6.5%	i	0.1%	-2.3%	3.5	5.3	5.0%	2.8%	-2.3%
COc1cccc(Cn2c(NCC(C)C)nc3c2c(=O)n(C)c(=O)n3C)c1
    83	-7.1%	-4.1%	i	-0.1%	2.2%	-0.1	2.6	2.0%	8.7%	0.3%
CC(Cc1cccnc1)NC(=O)c1ccccc1OC1CCN(S(C)(=O)=O)CC1 (configuration not stated)
    47	-9.0%	-4.0%	i	-1.0%	-3.4%	0.8	1.1	-1.4%	-6.5%	4.2%
CCCNC(=O)c1ccc(N2CCC3(CC2)CC(c2ccccc2)=NO3)c(NC(=O)c2ccco2)c1
    68	-3.5%	6.1%	/	1.8%	0.2%	0.4	/	/	11.3%	1.3%
O=[N+]([O-])c1cc(/C=N/N2CCCCC2)ccc1Cl
    42	2.3%	10.8%	i	0.1%	-2.7%	3.0	0.5	4.8%	6.6%	-15.8%
NC(=O)[C@@H]1CCCN1C(=O)c1cc(COc2ccc3c(c2)CCCC3)on1
    49	-5.5%	5.0%	i	1.7%	4.7%	1.2	1.2	-1.4%	5.4%	1.7%
COC(=O)c1ccccc1NC(=O)CC#N
    69	-7.6%	-5.7%	i	-1.3%	-3.4%	-0.6	0.5	-9.3%	5.3%	-5.2%
O=C(CSc1n[nH]c(-c2ccccc2)n1)c1ccccc1
    102	1.6%	0.4%	i	0.3%	-3.4%	0.7	3.0	8.0%	0.5%	-20.5%
COc1ccc(Cl)cc1NC(=O)CCN1CCN(c2ccccc2C)CC1
    52	-0.7%	19.8%	i	-0.2%	4.6%	4.8	1.4	-11.0%	0.2%	3.2%
CC(C)CC(=O)Nc1ccnc(-c2ccncc2)n1
    75	-0.6%	-13.2%	i	1.1%	-1.8%	1.6	0.1	5.8%	9.7%	5.3%
Cc1cc(-c2ccccc2)c2c(=O)n(-c3ccccc3)[nH]c2n1
    71	0.6%	-8.8%	i	-1.9%	1.1%	-0.2	0.4	0.7%	22.1%	-14.7%
COc1ccc(C2N=C(Nc3ccc(C)cc3)Nc3nc(C)cc(=O)n32)cc1 (configuration not stated)
    60	-2.9%	-2.4%	i	1.3%	-0.2%	1.2	0.2	12.0%	7.5%	9.6%
CN1CCN(c2ccc(S(=O)(=O)N3CCOCC3)cc2NC(=O)CCc2ccccc2)CC1
    72	-5.2%	8.0%	i	-0.3%	0.9%	1.7	0.2	-8.1%	-0.5%	-7.5%
O=C(COC(=O)c1cccc([N+](=O)[O-])c1)NCC1CCCO1 (configuration not stated)
    68	-9.9%	20.9%	i	-2.2%	-4.3%	-1.4	0.4	-1.6%	5.3%	15.6%
NS(=O)(=O)c1ccc(NS(=O)(=O)c2ccc(C3CNC(=O)C3)cc2)cc1 (configuration not stated)
    45	-10.1%	2.3%	i	-1.0%	-4.2%	0.3	0.3	0.5%	-4.8%	26.7%
CCN(CC)C(=O)Oc1ccc(NC(C)=O)cc1
    99	-1.9%	-1.0%	i	-0.4%	4.1%	-2.4	1.6	5.5%	8.4%	-10.4%
CCOC(=O)C(C(=O)NCc1cccc(OC)c1)c1ncc(C(F)(F)F)cc1Cl (configuration not stated)
    68	-6.5%	21.4%	i	0.3%	0.3%	-0.3	0.8	6.2%	5.1%	21.7%
COc1cc(/C=C2\SC(=O)N(CCNC(=O)c3cnc(C)cn3)C2=O)cc(OC)c1OC
    39	-3.8%	10.0%	?	0.7%	-2.3%	-1.6	/	6.4%	7.3%	14.7%
Cc1ccc(C(=O)OCC(=O)NC2CCCC2)cc1C
    81	-6.5%	-8.3%	i	0.8%	0.3%	0.8	0.7	-2.8%	6.6%	-3.6%
Cc1ccc(Nc2nnc(SCC(=O)c3ccc(O)cc3O)s2)cc1
    49	5.6%	30.0%	i	20.4%	-2.5%	6.4	4.2	0.9%	7.2%	19.4%
CC1(c2ccccc2)CC(C)(C)N(C(=O)C2CCCO2)c2ccccc21 (configuration not stated)
    49	-3.3%	4.5%	i	-2.7%	1.8%	3.3	1.7	6.8%	-8.5%	-7.8%
Cc1ccc(N2CCN(C(=O)N3CCOCC3)CC2)cc1C
    32	-5.2%	12.4%	i	-2.2%	5.7%	0.3	0.3	7.2%	9.8%	9.2%
Cc1cc(C)c2c(n1)sc1c(O)cc(=O)[nH]c12
    69	2.0%	2.9%	i	18.0%	11.9%	0.1	0.2	2.1%	3.2%	6.3%
O=C(Cc1ccccc1)Nc1ccc(N2CCOCC2)cc1N1CCOCC1
    80	11.1%	0.3%	i	2.0%	-1.5%	-2.2	0.5	-7.4%	3.0%	2.3%
O=C(CSc1nnc(COc2ccc(Cl)cc2Cl)o1)Nc1ccccn1
    41	-6.8%	-11.9%	i	0.4%	1.2%	-0.2	8.9	-4.2%	3.3%	4.5%
O=C(COc1ccc(N2CC(C(=O)O)CC2=O)cc1)Nc1cccc(C(F)(F)F)c1 (configuration not stated)
    79	-6.4%	5.3%	i	3.9%	3.0%	2.3	0.5	-0.9%	-0.8%	7.8%
CCC1(c2ccc(F)cc2)NC(=O)N(CC(=O)N2c3ccccc3NC(=O)C2(C)C)C1=O (configuration not stated)
    57	/	/	i	/	/	0.1	0.6	-6.9%	2.7%	/
CCC(=O)N(Cc1ccco1)Cc1cc2cccc(C)c2n2nnnc12
    46	-5.1%	18.4%	i	5.8%	-1.3%	-0.8	0.2	5.5%	6.7%	-10.9%
Cn1ccnc1C(=O)c1cccc(Br)c1
    50	-7.1%	-3.0%	i	-0.6%	4.8%	0.5	0.8	5.2%	6.1%	3.5%
Cc1c(Cc2ccccc2)c(=O)oc2c(C)c(OC(C)C(=O)NCC3CCC(C(=O)O)CC3)ccc12 (configuration not stated)
    80	-10.7%	4.2%	i	3.8%	-3.1%	3.7	2.1	/	4.2%	10.4%
COc1ccc(C(=O)NNC(=O)c2ccncc2)cc1[N+](=O)[O-]
    83	-7.2%	-0.4%	i	-2.0%	0.0%	-2.2	0.5	-3.0%	10.7%	-4.6%
CCCCC1CCC(C(=O)NC2CCS(=O)(=O)C2)CC1 (configuration not stated)
    43	-3.2%	3.4%	i	4.4%	2.5%	-0.5	0.8	-7.8%	9.5%	5.0%
O=C(NCCc1ccccc1)C1CCCN(c2cnccn2)C1 (configuration not stated)
    56	-8.7%	-2.4%	i	-1.1%	-4.6%	-0.3	2.4	-2.7%	9.4%	0.8%
COc1cccc(Nc2ccc(Nc3cccc(OC)c3)nn2)c1
    67	2.6%	4.4%	i	0.1%	-0.5%	2.7	0.2	22.1%	12.0%	-4.4%
CNC(=O)C(NC(=O)CNC(=O)c1ccc(Cl)cc1)C(C)(C)C (configuration not stated)
    50	-8.4%	2.9%	i	-0.7%	-4.3%	0.2	0.5	-6.4%	2.2%	-13.2%
CCC(C)c1ccc(NC(=S)Nc2ccc(OC)cc2)cc1 (configuration not stated)
    51	-2.3%	0.2%	i	-1.8%	-1.9%	4.7	2.6	8.9%	6.7%	-12.5%
CCOc1ccc(C(=O)Nc2cccc(-c3nc4cccnc4o3)c2)cc1Cl
    39	-0.6%	14.3%	+	2.5%	10.7%	25.8	15.2*	-10.8%	0.0%	-15.5%
CCCn1c(SCC(=O)NC(=O)Nc2ccc(C)cc2C)n[nH]c1=O
    67	-9.0%	5.1%	i	-4.1%	-2.4%	0.9	1.4	-9.0%	4.7%	-5.8%
